yeast sgs1 mgt1: NCI yeast anticancer drug screen, S. cerevisiae sgs1 mgt1 strain; growth inhibition, % at 50 µM; hit rate 10% among 78,000; AID 161, 2004;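 note: 0% = growth of vehicle-only cultures of the same strain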
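Compounds are added to genetically altered yeast, and growth is compared with cultures given vehicle alone to give percent inhibition.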
yeast mlh1 rad18: NCI yeast anticancer drug screen, S. cerevisiae mlh1 rad18 strain; % growth inhibition at 50 µM; hit rate 11% among 79,000; AID 175, 2004;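 note: 0% = growth of vehicle-only cultures of the same strain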
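Cells of a genetically altered yeast strain, deficient in DNA damage repair, were treated with compound. Their growth was then compared with that of vehicle-treated cultures to give inhibition.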
cln2 rad14: NCI yeast anticancer drug screen, S. cerevisiae cln2 rad14 strain | % growth inhibition at 50 µM | hit rate 8.3% among 78,000;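 note: 0% = growth of vehicle-only cultures of the same strain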
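Relative to vehicle controls, growth inhibition of compound-treated cln2 rad14 yeast was recorded.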
rad50: NCI yeast anticancer drug screen, S. cerevisiae rad50 strain. % growth inhibition at 50 µM. hit rate 10% among 79,000. AID 155, 2004;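 note: 0% = growth of vehicle-only cultures of the same strain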
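Vehicle-treated cultures provide the reference for the growth inhibition reported for compound-exposed, repair-deficient yeast.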
bub3: NCI yeast anticancer drug screen, S. cerevisiae bub3 mutant strain; hit rate 9.9% among 78,000; % growth inhibition at 50 µM; AID 167, 2004;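 note: 0% = growth of vehicle-only cultures of the same strain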
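Inhibition values come from growth of compound-treated mutant yeast normalised to vehicle-treated controls.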
mec2-1: NCI yeast anticancer drug screen, S. cerevisiae mec2-1 strain. growth inhibition, % at 50 µM. AID 157, 2004. hit rate 9% among 79,000;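 note: 0% = growth of vehicle-only cultures of the same strain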
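Test agents were screened against the mec2-1 yeast strain, with defined DNA repair or cell cycle alteration. Growth was scored as inhibition against vehicle-only controls.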
The depositor's hits bear a star; . = no result given; & = joins results of further samples; ! = a repeat was not active. Cut-off read from the data, not from the text of the source: active = growth inhibition above about 70%; inactive = the rest.

SMILES	yeast sgs1 mgt1	yeast mlh1 rad18	cln2 rad14	rad50	bub3	mec2-1
CC1(C)N=C(N)N=C(N)N1c1ccc(CCc2cc(Cl)ccc2S(=O)(=O)F)c(Cl)c1	100*	100*	99*	100*	99*	100*
C=C(Br)C[N+]12CN3CN(CN(C3)C1)C2	2	-17	-7	-2	3	-7
CCCC/C=C/[Se]c1ccccc1	-14	-42	-8	13	6	0
CCOC(=O)C(Br)C(C)Br (stereo not drawn)	-23	-22	7	-13	-10	-40
C=C1C(=O)OC2CCN3CC=C(COC(=O)C(C)(O)C4(CO4)C1C)C23 (stereo not drawn)	-21	-59	-13	11	-35	1
COC(=O)[C@@H]1[C@@H]2NC(=S)N[C@@]1(C)Oc1ccccc12	41	11	-2	30	4	-10
CC/C(=C/c1ccc2c(c1)OCO2)[N+](=O)[O-]	100*	99*	99*	99*	98*	100*
ClCCCCCl	-19	27	41	32	-18	17
CCC(=O)OC1(c2ccccc2)CCN(C/C=C/c2cccc3ccccc23)CC1	89*	87*	63	86*	83*	76*
CC(Cc1ccccc1)N(C)CC1C(=O)C2CCC1C2 (stereo not drawn)	.	6	.	10	.	-13
O=[N+]([O-])O.[Sm]	27	-18	17	12	16	4
COC(=O)c1ccccc1NC(=O)C(=O)CC(=O)CC(c1ccccc1)c1c(O)c2ccccc2oc1=O (stereo not drawn)	16	21	11	-16	25	-4
Cc1c2ccccc2cc2cc[n+]3cccc(C)c3c12	4	11	-61	4	14	-8
Nc1ccccc1C(=O)Oc1ccccn1	-1	6	14	7	-9	9
CCNP(=O)(OCC)OCC	12	18	24	10	8	-16
O=C(O)c1ccccc1[Se][Se]c1ccccc1C(=O)O	16	74*	8	21	34	11
C[C@H](N)[C@H](O)c1ccccc1	-8&-7	-1&-7	-18&-8	0&7	1&-4	5&-14
CC1=C(C)C(=O)OC(C(C)(O)C2(O)CCC3(O)C4CC(Cl)C5(O)C(O)C=CC(=O)C5(C)C4CCC32C)C1 (stereo not drawn)	-19	-52	-3	8	-16	-37
O=C1OCC2CC3C4C=CC(C4)C3C12 (stereo not drawn)	99*	99*	99*	99*	99*	100*
Cc1cc2ccccc2c2c(C)c3cccc[n+]3cc12	24	44	34	55	37	34
O=C1CC(c2ccccc2)n2cccc21 (stereo not drawn)	5	-28	25	8	-9	2
CCCN=Cc1ccccc1O.CCCN=Cc1ccccc1O.[Ni]	19	30	-36	37	5	9
C#CC1(O)CCC(C(C)(C)C)CC1 (stereo not drawn)	-2&-4&-7	11&-4&-18	7&-23&7	20&-5&10	-10&10&9	-13&25&7
C[Se]CC(N)C(=O)O (stereo not drawn)	-2	17	13	6	13	7
C1CC[N-]CC1.CC(=N\O)/C(C)=N/O.CC(=N\O)/C(C)=N/O.C[C-]=O.[Co+2]	10	14	24	-4	19	18
O=C([CH-]C(=O)c1ccccc1)c1ccccc1.O=C([CH-]C(=O)c1ccccc1)c1ccccc1.[OH-].[OH-].[Ti+4]	-7	9	.	6	37	-10
C[CH2][Sn]([CH2]C)([O]S(C)(=O)=O)[O]S(C)(=O)=O	50	57	46	76*	46	85*
c1ccc(N2CCNCC2)nc1	9	0	7	-6	8	-4
COc1ccc2c(c1)CC(CN1CCC3(CC1)C(=O)NCN3c1ccccc1)O2 (stereo not drawn)	86*	78*	79*	77*	56	57
COC1/C=C/C=C(/C)Cc2cc(O)c(Cl)c(c2)N(C)C(=O)CC(OC(=O)C(C)C)C2(C)OC2C(C)C2CC1(O)NC(=O)O2 (stereo not drawn)	-16	-53	-9	-9	-6	-11
O=P(CP(=O)(c1ccccc1)c1ccccc1)(c1ccccc1)c1ccccc1.[CH3][Sn]([CH3])([Cl])[Cl]	23	19	8	21	4	89*
O=C1c2ccccc2C[CH]1[Hg][Cl] (stereo not drawn)	99*	99*	96*	99*	99*	99*
Cc1[nH]cc2c1C(c1ccccc1F)=NCC(=O)N2	17	0	-14	20	8	-4
CSCCCCN=[N+]=[N-]	0	-8	-11	-22	-6	14
N#CC(C#N)=Cc1ccc(C#N)cc1	0&-17	17&-25	4&50	24&-7	31&-1	6&-8
CC(=O)N[C@@H](C[S-])C(=O)O.O=[N+]([O-])O.[Ag+]	54	21	25	-2	20	1
C[C@]12Cc3conc3C(O)=C1CC[C@@H]1C2CC[C@@]2(C)C1CC[C@@H]2O (stereo partly drawn)	57	78*	55	81*	71*	64
[CH3][Sn]([CH3])([Cl])[c]1cc[c]([Sn]([CH3])([CH3])[Cl])cc1	85*	80*	77*	78*	81*	72*
CCCCOCCOP(OCCOCCCC)OCCOCCCC	-9	8	-2	-9	-4	-12
CCC1CC[N-]CC1.CCC1CC[N-]CC1.[Cl][Pt+2][Cl]	73*	49	-42	-1	18	15
O=c1c(O)c(-c2ccccc2)oc2ccccc12	36	35	16	13	42	15
CCN(CC)C1=C(N(CC)CC)C(N(CC)CC)=C(N(CC)CC)C1=O.[C-]#[O+].[C-]#[O+].[C-]#[O+].[Fe]	-22	-34	-3	-46	-17	-13
NC1CCc2ccccc2C1=O (stereo not drawn)	11	43	22	9	-13	18
O=C1OCC2CC=CCC12 (stereo not drawn)	-4	-23	2	-16	4	-11
O=NNc1ccc(Cl)cn1	3	3	-1	-12	-18	4
O=C1CN2CCCCC2CN1 (stereo not drawn)	-3	5	25	-13	2	8
CN(C)C(=[Se])[Se]C(=[Se])N(C)C	96*	96*	91*	96*	96*	96*
CNCc1ccc2c(c1)OCO2	11	35	-3	3	-13	1
C[N+]1([O-])C2CCC1CC(OC(=O)C(O)c1ccccc1)C2 (stereo not drawn)	.	3	.	1	.	-21
CCOC(=O)/C=C1\Nc2ccccc2C(c2ccccc2)=NC1OC(C)=O (stereo not drawn)	23	-9	24	39	-14	-21
CC(C)(C)C(=O)CP(=O)(O)O	-24&-20	-17&2	23&1	-4&-4	-22&29	-4&16
CC(C)c1cccc(C(C)C)c1O	-22	13	4	22	11	26
Cc1ccc(OP(=O)(Oc2ccc(C)cc2)N2C=Cc3ccccc3C2C#N)cc1 (stereo not drawn)	-47	-9	-28	-6	-46	-6
C=CCn1nnnc1N	-6	-6	-38	-4	3	-17
O=C1CCC(=O)N1c1ccc([As](=O)(O)O)cc1	13	-17	-28	-3	1	-9
C[As+](C)(c1ccc(Br)c([N+](=O)[O-])c1)c1ccc(Br)c([N+](=O)[O-])c1.O=[N+]([O-])O	-13	32	-19	20	3	12
CCCCCCCC(=O)[O][Hg][c]1ccccc1	100*	100*	99*	100*	100*	100*
CC12OC3(C)c4ccccc4OP3(c3ccccc3)(Oc3ccccc31)O2 (stereo not drawn)	9	12	25	17	0	-1
CCOC(=O)C1C(c2ccccc2)C2(C#N)C(=N)OC1(C)C2(C#N)C#N (stereo not drawn)	-9	51	1	15	-32	17
[Cl][Hg][CH2]CC1CC=CCC1 (stereo not drawn)	100*	99*	100*	99*	100*	100*

Complete entries as entered above:
CC(C)(C)C(=O)CP(=O)(O)O as listed: yeast sgs1 mgt1 = -24&-20; yeast mlh1 rad18 = -17&2; cln2 rad14 = 23&1; rad50 = -4&-4; bub3 = -22&29; mec2-1 = -4&16
C=CCn1nnnc1N as listed: yeast sgs1 mgt1 = -6; yeast mlh1 rad18 = -6; cln2 rad14 = -38; rad50 = -4; bub3 = 3; mec2-1 = -17
O=c1c(O)c(-c2ccccc2)oc2ccccc12 as listed: yeast sgs1 mgt1 = 36; yeast mlh1 rad18 = 35; cln2 rad14 = 16; rad50 = 13; bub3 = 42; mec2-1 = 15

(cont.)
SMILES	yeast sgs1 mgt1	yeast mlh1 rad18	cln2 rad14	rad50	bub3	mec2-1
O=C(Cc1ccccc1)c1ccccc1	29&-17	26&-2	16&-9	8&-2	16&-9	8&-21
Cc1ccc(C(=O)OC(C(=O)O)C(OC(=O)c2ccc(C)cc2)C(=O)O)cc1 (stereo not drawn) (tested in a mixture with another compound)	94*!	93*!	91*!	92*!	93*!	94*!
CCN1CC2(COC)C(O)CC(OC)C34C5CC6(O)C(OC)C=C(C5C6OC(=O)c5ccc(OC)c(OC)c5)C(C(OC)C23)C14 (stereo not drawn)	7	-50	7	-2	16	0
COc1cc(OC)c(OC)cc1/C=C/[N+](=O)[O-]	91*	92*	78*	86*	95*	91*
CN[C@H](C)[C@H](C)Cl	-17	-10	-26	-8	-10	-6
CCCCCCCCCCCCCCCCCC(=O)[O][Hg][c]1ccccc1	94*	90*	92*	91*	90*	91*
O=C(Cl)c1ccccn1	78*	100*	99*	99*	99*	100*
COC1CC(OC2C(C)OC(OC3C(C)OC(OC4C(C)OC(O[C@H]5CC[C@@]6(C)C(=CC[C@]7(O)[C@@H]6C[C@@H](O)[C@@]6(C)[C@]7(O)CC[C@@]6(O)C(C)=O)C5)CC4OC)CC3OC)CC2OC)OC(C)C1O (stereo partly drawn)	7	-53	22	20	-3	5
CC(C)C12C=C3CCC4C(C)(C(=O)O)CCCC4(C)C3(CC1)OO2 (stereo not drawn)	98*	97*	86*	94*	96*	95*
COC12C(COC(N)=O)C3=C(C(=O)C(C)=C(N4CCN(C)CC4)C3=O)N1CC1NC12 (stereo not drawn)	-12	6	-2	12	-19	-15
C/C(=N\N=C(N)N)c1ccccc1	6	5	-16	8	2	-1
[C-]#[O+].[C-]#[O+].[Mo].c1ccc([PH+](CC[PH+](c2ccccc2)c2ccccc2)c2ccccc2)cc1.c1ccc([PH+](CC[PH+](c2ccccc2)c2ccccc2)c2ccccc2)cc1	1	-1	3	2	-2	59
CC(C)[C@]12CC(=O)[C@@H](C)[C@@H]1C2	19	14	2	9	16	8
O=P(c1ccccc1)(c1ccccc1)N1CCCCC1	-5	-6	0	-11	-6	-6
NC(c1ccccc1)C1C(c2ccccc2)N1C1CCCCC1 (stereo not drawn)	28	-1	4	7	19	12
C1CN([PH+](N2CC2)N2CC2)CCO1.C1CN([PH+](N2CC2)N2CC2)CCO1.[Cl][Pt][Cl]	10	23	-9	5	-3	27
CC(=N/O)/C(C)=N\O	6	40	13	21	0	15
CCN(CC)CCc1ccncc1	7	10	30	13	-5	10
C/C=C1/CC(C)C(C)(O)C(=O)OCC2CCN3CCC(OC1=O)C23 (stereo not drawn)	7	18	8	14	23	-2
N#CC1=C(C#N)C(=O)C(Cl)=C(Cl)C1=O	17	29	9	15	17	25

An excerpt taken from the entries so far:
SMILES	yeast sgs1 mgt1	yeast mlh1 rad18	cln2 rad14	rad50	bub3	mec2-1
CCN(CC)CCc1ccncc1	7	10	30	13	-5	10
C/C=C1/CC(C)C(C)(O)C(=O)OCC2CCN3CCC(OC1=O)C23 (stereo not drawn)	7	18	8	14	23	-2
N#CC1=C(C#N)C(=O)C(Cl)=C(Cl)C1=O	17	29	9	15	17	25

(more compounds)
SMILES	yeast sgs1 mgt1	yeast mlh1 rad18	cln2 rad14	rad50	bub3	mec2-1
O=CNNC(=O)C(Cl)Cl	-10	9	-31	4	-3	-12
Sc1nc2ccccc2s1.Sc1nc2ccccc2s1.Sc1nc2ccccc2s1.Sc1nc2ccccc2s1.[Cl][Rh][Cl]	93*	98*	97*	96*	97*	98*
C1CC[N-]CC1.C1CC[N-]CC1.C1CC[N-]CC1.C1CC[N-]CC1.[Cl][Rh][Cl]	8	-18	-14	-12	-58	29
COC1OCC(N=[N+]=[N-])C2OC12 (stereo not drawn)	2	-6	-38	11	-2	-1
O=C(Nc1c(O)[nH]c(=S)[nH]c1=O)c1ccccc1	-22	-18	12	-30	-17	-2
O=C(Nc1ncn[nH]1)C(Cl)(Cl)Cl	-7	-7	-53	-4	-2	-16
CC1(C)[C@@H]2CC[C@@]1(C)CN(CCC[N+](C)(C)C)C2	-31	-2	-6	15	-19	-12
[Pd].[Pd].[S-]CC[S-].[S-]CC[S-].c1ccc([PH+](c2ccccc2)c2ccccc2)cc1.c1ccc([PH+](c2ccccc2)c2ccccc2)cc1	9	13	-22	-5	-2	6
[O-][n+]1ccc2c(c1)[Se]c1ncccc1O2	-27	-28	-21	-17	13	-12
C[N+](CCCl)(CCCl)Cc1cccc2cccc([N+](=O)[O-])c12	39	77*	75*	80*	0	47
O=C1CC2OCC=C3CN4CCC56c7ccccc7N1C5C2C3CC46O (stereo not drawn)	6	-62	-1	25	31	-21
Nc1ccc(-c2ccc(N)cc2)cc1	-11	-17	-55	-27	-1	-28

Gathered by group: the entries above with fluorine.
SMILES	yeast sgs1 mgt1	yeast mlh1 rad18	cln2 rad14	rad50	bub3	mec2-1
CC1(C)N=C(N)N=C(N)N1c1ccc(CCc2cc(Cl)ccc2S(=O)(=O)F)c(Cl)c1	100*	100*	99*	100*	99*	100*
Cc1[nH]cc2c1C(c1ccccc1F)=NCC(=O)N2	17	0	-14	20	8	-4

Exported with two lines to a compound: two of the compounds above
Every second line gives: yeast sgs1 mgt1 | yeast mlh1 rad18 | cln2 rad14 | rad50 | bub3 | mec2-1
> CCCCCCCC(=O)[O][Hg][c]1ccccc1
→ 100* | 100* | 99* | 100* | 100* | 100*
> CC12OC3(C)c4ccccc4OP3(c3ccccc3)(Oc3ccccc31)O2 (stereo not drawn)
→ 9 | 12 | 25 | 17 | 0 | -1

Only part of the results is shown (hit frequency here may not be typical).
